NCOA1 inh – human NCOA1 inhibition; HEK293 GAL4-SRC1 luciferase reporter, luminescence; inhibition, % at 3.6 µM; AID 588354; 360,000 compounds, 0.12% hits;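 active means inhibition above the campaign mean plus 3 SD, with each screening campaign given its own cutoff, cut at about 60% in these data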;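 further: 0% = DMSO treated cells and 100% = gossypol at 36 µM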
TLR9-MyD88 inh – inhibitors of human TLR9-MyD88 binding; Q9NR96+Q99836; CHO BLA complementation TLR9-MyD88, CCF4 FRET ratio; inhibition, % at 4.98 µM; 340,000 compounds, 0.21% hits; AID 504734;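 active means inhibition above the mean over all tested compounds plus 3 SD, cut at about 21% in these data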;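 further: 0% = DMSO only wells and 100% = clavulanate BLA inhibitor control wells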
LRH-1 inv ag – suppresses constitutive activity of human LRH-1; 360,000 compounds, 0.13% hits; AID 602396; inhibition, % at 3.6 µM; HEK293T StAR-luciferase reporter, LRH-1 transfected, 24 h;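 active means inhibition above the mean inhibition of all tested compounds plus 3 SD, cut at about 73% in these data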;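 further: 0% = DMSO wells and 100% = reporter-only cells lacking LRH-1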
COUP-TFII inh – NR2F2 (human) inhibition, primary screen; inhibition, % at 8.6 µM; 370,000 compounds, 0.7% hits; AID 686940; P24468; HEK293T NGFI-A luciferase reporter, luminescence;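 active means inhibition above a per-plate cutoff, mean inhibition of test wells between control levels plus 3 SD, cut at about 38% in these data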;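 further: cells cotransfected with COUP-TFII expression vector driving the NGFI-A reporter; 0% = median of COUP-TF2 test wells and 100% = reporter-only cells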
Target sequence (P24468 whole entry, looked up): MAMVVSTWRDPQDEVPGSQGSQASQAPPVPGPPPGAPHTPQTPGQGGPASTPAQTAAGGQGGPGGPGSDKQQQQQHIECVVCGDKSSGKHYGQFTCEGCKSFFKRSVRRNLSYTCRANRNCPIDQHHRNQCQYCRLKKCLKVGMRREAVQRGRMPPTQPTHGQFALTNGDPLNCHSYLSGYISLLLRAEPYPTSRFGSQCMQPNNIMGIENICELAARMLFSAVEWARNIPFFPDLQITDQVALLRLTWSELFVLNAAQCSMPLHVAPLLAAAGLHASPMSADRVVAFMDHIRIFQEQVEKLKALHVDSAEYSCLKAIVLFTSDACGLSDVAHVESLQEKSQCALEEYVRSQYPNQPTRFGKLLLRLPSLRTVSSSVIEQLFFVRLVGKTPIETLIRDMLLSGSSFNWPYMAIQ
ABHD5 PLIN5 PPI – inhibitors of human ABHD5-perilipin-5 interaction. Q00G26+Q8WTS1. Split G. princeps luciferase complementation, luminescence, 4 h. inhibition, % at 4 µM. 360,000 compounds, 0.78% hits;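 active means inhibition above the mean inhibition across every tested compound plus 3 SD, cut at about 22% in these data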;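 further: 0% = DMSO only wells and the 100% control is not disclosed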
MC4R ag barr – agonists of human melanocortin 4 receptor (MC4R) beta-arrestin; U2OS MC4R beta-arrestin complementation, luminescence; percent of melanotan II response, DMSO zero; activation, % at 8.9 µM; 360,000 compounds, 0.98% hits;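 active means activation above a per-plate cutoff, the mean activation of sample wells on that plate plus 3 SD, cut at about 8% in these data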
SRC3 inh – inhibitors of human steroid receptor coactivator 3 (SRC3) | Q9Y6Q9 | HEK293 GAL4-SRC3 luciferase reporter, luminescence | inhibition, % at 3.6 µM | 360,000 compounds, 0.17% hits;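 active means inhibition above a per-campaign cutoff, the mean of all compounds plus 3 SD, cut at about 60% in these data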;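 further: 0% = DMSO-treated cells and 100% = gossypol-treated cells at 36 µM; higher means less SRC3-driven luciferase light from the GAL4 reporter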
MC4R antagonist – human MC4R antagonism in cAMP assay | P32245 | MC4R-expressing cells, MTII-stimulated cAMP, LANCE TR-FRET | inhibition, % at 6.5 µM | 360,000 compounds, 0.48% hits | AID 540295;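 active means inhibition above its plate's cutoff, the mean of tested wells on that plate plus 3 SD, cut at about 29% in these data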;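 further: 0% = Melanotan II alone and 100% = Melanotan II plus saturating MCL0020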
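Material – human MC4R-expressing U2OS cells · Repeats – no replicates · Detection – TR-FRET with Eu-cAMP and labeled anti-cAMP, 671 nm · Times – compound 30 min, challenge 1 h, detection 1 h · Compound – single nominal compound dose of 6.5 µM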
SRC2 inh – human SRC2 (NCOA2) inhibition. Q15596. HEK293 GAL4-SRC2 luciferase reporter, luminescence. inhibition, % at 9 µM. 370,000 compounds, 0.17% hits. AID 651957;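 active means inhibition above the mean inhibition of all tested compounds plus 3 SD, set per campaign, cut at about 52% in these data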;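 further: 0% = DMSO treated cells and 100% = cells given Gossypol at 36 µM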
EBV LMP1 NFkB – inhibitors of Epstein-Barr LMP1-induced NF-kappaB reporter | inhibition, % at 12.5 µM | LMP1-induced NF-kappaB luciferase reporter cells, luminescence | 350,000 compounds, 0.69% hits | AID 504558; in the data active means inhibition above about 41%;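 further: 0% = neutral control wells and 100% = reference inhibitor control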
NOD2-RIPK2 inh – blocks binding of human NOD2 to RIPK2; CHO BLA complementation NOD2-RIPK2, CCF4 ratio; inhibition, % at 4.98 µM; 360,000 compounds, 0.38% hits; in the data active means inhibition above about 21%;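 further: 0% = vehicle only and 100% = reference blocker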
Target sequence (O43353 whole entry, looked up): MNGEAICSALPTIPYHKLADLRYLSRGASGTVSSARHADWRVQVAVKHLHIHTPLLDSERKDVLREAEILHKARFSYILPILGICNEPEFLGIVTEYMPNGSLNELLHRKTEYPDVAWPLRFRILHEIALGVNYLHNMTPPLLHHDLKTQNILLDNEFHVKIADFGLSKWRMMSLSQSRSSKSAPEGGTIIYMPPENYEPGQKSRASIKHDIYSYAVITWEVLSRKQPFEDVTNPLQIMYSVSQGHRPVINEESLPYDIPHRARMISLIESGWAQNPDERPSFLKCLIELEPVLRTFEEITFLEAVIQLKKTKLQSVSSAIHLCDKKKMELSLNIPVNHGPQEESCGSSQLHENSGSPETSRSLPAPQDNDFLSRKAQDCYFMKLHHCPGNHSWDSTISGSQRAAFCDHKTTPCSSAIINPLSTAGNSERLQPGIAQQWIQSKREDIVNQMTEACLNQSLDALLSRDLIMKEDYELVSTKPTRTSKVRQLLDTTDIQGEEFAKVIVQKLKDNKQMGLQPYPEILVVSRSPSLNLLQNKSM
The depositor's hits bear a star; nt = no result given. The list is partial (hit frequency here may not be typical).

#	SMILES	NCOA1 inh	TLR9-MyD88 inh	LRH-1 inv ag	COUP-TFII inh	ABHD5 PLIN5 PPI	MC4R ag barr	SRC3 inh	MC4R antagonist	SRC2 inh	EBV LMP1 NFkB	NOD2-RIPK2 inh
1	Cc1ccc(OCc2ccccc2C)c([N+](=O)[O-])n1	-4.8	-5.8	18.9	-24.4	-2.0	-0.2	-0.2	-3.2	-4.6	-7.4	-6.9
2	CCN(CCCNS(=O)(=O)c1ccc2c(c1)CCN2C(C)=O)c1cccc(C)c1	5.6	-8.8	-15.8	6.7	-4.8	-0.4	-8.5	-3.7	-1.6	1.9	-13.4
3	COc1ccc(-c2noc3c2-c2nc(-c4ccccc4F)sc2CC3)cc1	-11.6	-1.4	-26.2	-10.5	-4.9	-0.6	-4.4	10.7	4.0	-7.7	-0.7
4	N/C(=N\OC(=O)CCC1CCCC1)c1ccc(Br)cc1	-5.6	-3.9	-21.5	14.0	-9.0	-1.2	2.4	8.9	9.5	-10.9	-0.6
5	O=C(NCCN1CCOCC1)c1ccc2c(c1)N(Cc1ccc(Cl)cc1)C(=O)CS2	-9.4	-6.2	8.5	17.8	5.0	-0.9	11.5	4.3	-4.8	-0.3	-9.0
6	COc1ccc(-c2c(C(F)(F)F)oc3cc(OCC(=O)Nc4ccccc4C(F)(F)F)ccc3c2=O)cc1OC	-11.0	1.0	4.6	-4.9	-2.8	2.7	15.2	9.7	3.0	-3.3	-5.1
7	COc1ccc(NC(=O)NC(C(F)(F)F)C(F)(F)F)cc1	1.9	3.0	10.9	-0.3	2.1	-0.3	-12.9	2.4	-0.7	1.6	1.3
8	O=C(CN1C(=O)NC2(CCCC2)C1=O)Nc1nc(-c2ccc(F)cc2)cs1	4.8	-1.6	19.6	-0.4	-1.3	-1.5	1.9	4.6	-37.3	-1.7	3.9
9	CCOC(=O)c1ccc(Oc2cn[nH]c2-c2ccc(OCC(=O)NN)cc2O)cc1	-7.5	-10.7	5.9	0.4	-9.8	0.0	-9.4	-3.0	17.4	4.8	6.0
10	COCCCNC(=O)Cn1cc(C(C)=O)c2ccccc21	-6.2	10.2	3.9	-8.2	0.8	-1.6	-3.8	0.4	-1.1	-7.5	0.1
11	O=C(CSc1ccc2nnc(-c3ccccn3)n2n1)NCC1CCCO1 (stereo not given)	-2.7	2.1	0.4	-6.2	2.8	0.4	8.4	-3.5	7.4	3.0	-10.1
12	CCCNC(=O)C1(C)CCCN(C(=O)COc2ccc(Cl)cc2Cl)C1 (stereo not given)	4.7	nt	-2.8	1.7	8.9	-0.6	-11.8	17.5	19.6	nt	-5.1
13	O=S(=O)(Nc1ccc2c(c1)nc1n2CCN(Cc2ccccc2)C1)c1ccc(F)cc1	5.1	-2.2	12.7	11.6	3.1	-1.0	-24.4	3.7	8.8	-0.1	-1.2
14	O=S(=O)(c1cccc(F)c1)N1CCN(Cc2cc3c(cc2Br)OCCO3)CC1	-5.7	3.7	9.9	6.8	-4.8	-1.2	14.9	7.5	5.6	3.7	12.5
15	COc1ccc(CN2CCSCC2)cc1C	-5.8	4.3	4.9	-17.4	1.9	0.8	6.1	3.9	0.6	1.6	-9.0
16	Cc1ccccc1CSc1nnc(NC(=O)C2COc3ccccc3O2)s1 (stereo not given)	1.5	-0.6	11.0	-1.9	-4.9	0.1	2.2	13.2	-5.6	-7.0	-1.8
17	COc1ccc(CCN(C)C(=O)CN2C(=O)NC3(CCCCC3C)C2=O)cc1OC (stereo not given)	-16.7	-1.9	-26.6	8.4	-5.6	-0.1	-1.9	1.8	11.5	-3.3	-7.2
18	CC1(C)COC(c2cccc(C3=NC(C)(C)CO3)n2)=N1	-6.6	13.1	-13.2	-9.1	-5.7	-2.6	12.3	5.0	-36.5	3.3	-3.3
19	COC(=O)c1ccc(C[n+]2ccccc2)cc1	6.4	-6.3	-1.1	2.8	4.9	0.8	4.0	-4.9	-22.6	2.2	-10.6
20	COc1cc(/C=C/C(=O)N2CCN(Cc3ccccc3)CC2)cc(OC)c1OC	10.6	8.3	9.4	-1.5	-3.2	2.9	-1.6	15.7	-26.2	2.2	-4.3

Reformatted: results already given
#1 Cc1ccc(OCc2ccccc2C)c([N+](=O)[O-])n1
#2 CCN(CCCNS(=O)(=O)c1ccc2c(c1)CCN2C(C)=O)c1cccc(C)c1
#3 COc1ccc(-c2noc3c2-c2nc(-c4ccccc4F)sc2CC3)cc1
#4 N/C(=N\OC(=O)CCC1CCCC1)c1ccc(Br)cc1
#5 O=C(NCCN1CCOCC1)c1ccc2c(c1)N(Cc1ccc(Cl)cc1)C(=O)CS2
#6 COc1ccc(-c2c(C(F)(F)F)oc3cc(OCC(=O)Nc4ccccc4C(F)(F)F)ccc3c2=O)cc1OC
#7 COc1ccc(NC(=O)NC(C(F)(F)F)C(F)(F)F)cc1
assay / compound | 1 | 2 | 3 | 4 | 5 | 6 | 7
NCOA1 inh | -4.8 | 5.6 | -11.6 | -5.6 | -9.4 | -11.0 | 1.9
TLR9-MyD88 inh | -5.8 | -8.8 | -1.4 | -3.9 | -6.2 | 1.0 | 3.0
LRH-1 inv ag | 18.9 | -15.8 | -26.2 | -21.5 | 8.5 | 4.6 | 10.9
COUP-TFII inh | -24.4 | 6.7 | -10.5 | 14.0 | 17.8 | -4.9 | -0.3
ABHD5 PLIN5 PPI | -2.0 | -4.8 | -4.9 | -9.0 | 5.0 | -2.8 | 2.1
MC4R ag barr | -0.2 | -0.4 | -0.6 | -1.2 | -0.9 | 2.7 | -0.3
SRC3 inh | -0.2 | -8.5 | -4.4 | 2.4 | 11.5 | 15.2 | -12.9
MC4R antagonist | -3.2 | -3.7 | 10.7 | 8.9 | 4.3 | 9.7 | 2.4
SRC2 inh | -4.6 | -1.6 | 4.0 | 9.5 | -4.8 | 3.0 | -0.7
EBV LMP1 NFkB | -7.4 | 1.9 | -7.7 | -10.9 | -0.3 | -3.3 | 1.6
NOD2-RIPK2 inh | -6.9 | -13.4 | -0.7 | -0.6 | -9.0 | -5.1 | 1.3

Other entries.
#	SMILES	NCOA1 inh	TLR9-MyD88 inh	LRH-1 inv ag	COUP-TFII inh	ABHD5 PLIN5 PPI	MC4R ag barr	SRC3 inh	MC4R antagonist	SRC2 inh	EBV LMP1 NFkB	NOD2-RIPK2 inh
21	CCOCCCNC(=O)c1cc(-c2ccc(Br)s2)nc2ccccc12	11.9	5.7	1.5	-10.9	5.6	-0.8	-11.4	37.4*	7.9	-2.9	-5.2
22	CC(=O)Nc1ccc(N2C(=O)CC(Sc3nccc(C)n3)C2=O)cc1 (stereo not given)	13.1	1.3	16.7	20.1	5.8	-1.7	5.5	-5.0	2.6	-10.4	-7.3
23	CCOC(=O)CN(C(=O)CSc1nnc2c(n1)[nH]c1ccc(OC)cc12)c1ccc(F)cc1	-12.0	4.0	-9.0	1.1	1.5	-0.9	4.8	15.2	-1.5	3.7	6.1
24	CC(C)(C)C(=O)Nc1cc(NC(=O)C(C)(C)C)cc(C(=O)Nc2c[nH]c(=O)[nH]c2=O)c1	-1.1	nt	-0.3	16.2	-0.5	-1.2	8.6	4.3	16.1	nt	0.8
25	COc1ccc(N2C(=O)CSC2c2cccs2)cc1 (stereo not given)	12.1	-11.8	4.2	-7.9	2.0	-1.0	-3.5	6.4	1.6	-5.8	-3.2
26	O=C(O)CCN1C(=O)C2C3CC(C2C1=O)C1C(c2ccccc2)c2sc(=O)[nH]c2SC31 (stereo not given)	4.5	11.0	-12.1	-2.6	-3.6	0.6	-12.1	3.2	-4.8	-63.9	-3.4
27	CC(C)CCOP(=O)(c1ccc(N(C)C)cc1)C(O)c1c(Cl)cccc1Cl (stereo not given)	-12.9	6.8	1.0	16.2	1.8	-0.1	9.1	2.5	-0.5	1.5	1.0
28	COc1cc(OC)cc(C(=O)OCn2nnc3ccccc3c2=O)c1	5.8	-1.9	-9.2	-1.3	3.4	3.5	7.5	6.6	-15.5	-7.4	6.3
29	Cc1ccc(C(C)NC(=O)C2CCCC2)cc1C (stereo not given)	10.5	-0.6	7.7	8.6	3.2	-0.8	-9.4	1.3	1.7	3.5	2.5
30	Cc1c(C2C(C#N)=C(N)OC3=C2C(=O)CCC3)cnn1C (stereo not given)	-5.3	-6.3	-6.1	14.5	1.3	-2.0	3.6	8.1	3.4	4.4	3.5
31	O=C(NC12CC3CC(CC(C3)C1)C2)c1ccccc1O	6.6	-3.8	8.2	-5.2	-9.9	4.2	-10.3	4.0	9.0	0.7	5.4
32	O=C(COc1ccccc1)N1CCN(c2ncccn2)CC1	0.1	-4.5	15.2	-29.2	-2.3	-0.5	-5.7	-0.9	16.1	7.7	-0.8
33	COC(=O)c1ccc(NC(=O)COc2ccc3c(c2)OCO3)cc1	-3.0	3.2	5.2	-6.8	1.0	-0.5	10.1	0.2	-11.5	-0.9	2.2
34	CCOC(=O)C(C#N)C(c1cccnc1)c1c(C)[nH][nH]c1=O (stereo not given)	7.9	-3.6	4.6	-0.3	10.9	1.2	2.1	12.7	-26.4	-9.9	4.0
35	Cc1ccc(/C=N/n2c(-c3cccnc3)n[nH]c2=S)s1	5.2	-3.3	30.1	6.7	-2.1	0.8	16.3	4.8	16.3	-2.8	-5.6
36	Cc1cc(NC(=O)CSc2ccc3ccccc3c2)no1	-2.5	1.3	-4.8	9.5	-9.2	1.0	-31.2	4.5	22.8	-9.4	-2.7
37	COc1cc2c(C(F)(F)F)c(-c3ccc(C#N)cc3)oc(=O)c2cc1OC	-20.4	3.5	1.0	-8.0	-0.6	-1.7	-7.6	7.5	-5.7	-5.2	-2.8
38	COc1ccc(NC(=O)CN2CCCC2c2cccs2)cc1S(=O)(=O)N1CCCCC1 (stereo not given)	0.9	0.7	-2.4	28.7	6.2	-0.4	-2.4	11.1	29.6	-2.9	-0.6
39	O=C(NN=C1CCCC1)c1ccc([N+](=O)[O-])cc1	-8.2	0.3	0.5	-5.0	-0.7	-2.8	-6.6	5.6	2.5	1.4	2.1
40	CC(C)(C)OC(=O)N1CCNc2ccccc2C1	-29.8	-1.9	12.7	-6.6	1.5	-0.9	3.3	3.5	-3.1	0.0	-3.7
41	O=C(NCc1ccco1)C(c1ccncc1)N(C(=O)Cn1nnc2ccccc21)c1ccccc1 (stereo not given)	18.4	-9.8	-2.0	-0.8	2.2	-0.6	6.1	10.0	16.9	-4.8	-4.4
42	O=C(NCc1nc2ccccc2[nH]1)C1=C[C@@H](c2ccccc2)C[C@@H](OCCCCO)O1	-10.3	13.4	14.6	-6.8	2.3	0.1	0.0	10.7	-15.6	-8.1	-7.2
43	O=C(NC1CC1)C1CCN(C2CCN(C(=O)CCOc3ccccc3)CC2)CC1	1.9	-0.3	8.3	5.5	-4.6	-0.4	12.2	1.4	-6.7	3.3	-0.4
44	CC(=O)n1c(-c2ccccc2)c(CO)c2ccccc21	-19.3	-3.8	-14.1	-15.6	4.2	-0.8	-3.5	-10.8	-10.0	-2.7	-14.1
